Spn DPM-DC inh: inhibitors of Streptococcus pneumoniae diphosphomevalonate decarboxylase. purified DPM-DC, PK/LDH coupled NADH fluorescence. AID 556. calls only at 10 µM. hit rate 0.49% among 65,000;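 active = the 320 compounds with the highest percent inhibition in the single-dose primary screen, excluding strongly autofluorescent ones, cut at about 32% in these data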;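 note: kinetic rate of NADH fluorescence loss reporting ADP formed by the decarboxylase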
PMK inhibit: S. pneumoniae PMK inhibition. purified PMK, PK/LDH-coupled NADH absorbance 340 nm. inhibition, % at 10 µM. hit rate 0.49% among 65,000. AID 539;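 active = top-ranked compounds by inhibition in the single 10 µM screen, taking a fixed number of the strongest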;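 note: 0% = full reaction with DMSO carrier and 100% = background rate without enzyme reaction; no value below 0 was filed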
HT1080 viability: HT1080 cell viability loss – fluorescence readout (AID 620); HT1080 viability, fluorescence; higher % means a stronger effect; cytotoxicity, % at 10 µM, or EC50 in µM where a hit was titrated; hit rate 0.42% among 87,000;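 note: cells exposed to compound overnight then 4 h with Alamar Blue; 0% = vehicle DMSO and 100% = killing control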
HPDE-C7 cytotoxicity: HPDE-C7 pancreatic duct cell viability loss – fluorescence, HTS (AID 430) | HPDE-C7 pancreatic duct cells viability, fluorescence; higher % means a stronger effect | cytotoxicity, % at 10 µM; hits with a dose series show EC50 in µM | hit rate 1.8% among 63,000;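 note: cells exposed to compound for 48 hours before viability readout; 0% = vehicle and 100% = reference cytotoxic drug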
KRASV12 cytotoxicity: cytotoxicity in KRAS-transformed pancreatic duct cells, primary screen, cell-based, fluorescence, HTS (AID 431) | HPDE-C7K KRASV12 cells, Alamar Blue viability, 48 h; higher % means a stronger effect | cytotoxicity, % at 10 µM, or EC50 in µM where a hit was titrated | hit rate 1.7% among 63,000;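 active = compounds whose percent cytotoxicity in the single-dose primary screen, scaled between solvent and toxic-drug controls, exceeds 50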;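 note: 0% = DMSO solvent wells and 100% = doxorubicin-treated wells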
LYP phosphatase: inhibition of human PTPN22 tyrosine phosphatase – biochemical, DiFMUP fluorescence, recombinant catalytic domain, 10 µM, primary screen (AID 606) | recombinant LYP catalytic domain, DiFMUP fluorescence; higher % means a stronger effect | inhibition, % at 10 µM, or IC50 in µM where a hit was titrated | 52,000 tested, under 10 active;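 active = IC50 under 40 µM in the dose-response test; inactive = IC50 of 40 µM or more, or never dose-tested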
MK inhibit: inhibitors of Streptococcus pneumoniae mevalonate kinase | hit rate 0.48% among 65,000 | purified MK, PK/LDH-coupled NADH absorbance 340 nm | AID 555 | inhibition, % at 10 µM;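 active = ranked among the strongest by inhibition in the single 10 µM screen, a fixed top-ranked set picked for dose follow-up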; note: no value below 0 was filed
Bfl-1 inhibitors: Bfl-1 inhibitors, primary screen, biochemical, fluorescence polarization, FITC-Bid, mouse (AID 432); FITC-Bid BH3 peptide fluorescence polarization displacement; higher % means a stronger effect; one-dose displacement, % at 20 µM; IC50 in µM for titrated hits; hit rate 0.02% among 64,000; in the data active = a potency from the dose series; inactive = the rest, 99 in 100 with displacement below about 15%; note: strong numbers were not always called active
TNAP inhibition: inhibition of tissue-nonspecific alkaline phosphatase – biochemical, luminescent (AID 518); purified TNAP enzyme, luminescent substrate readout; higher % means a stronger effect; inhibition, % at 20 µM; hits with a dose series show IC50 in µM; hit rate 0.09% among 64,000; in the data active = a potency from the dose series; inactive = the rest, 99 in 100 with inhibition below about 22%;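 note: plate controls were vehicle for no effect and reference inhibitor for full effect; many of its hits are not listed in these tables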
PMK inhibit pilot replicates: also measured in PMK inhibit; calls as there; inhibition, %; measured here: pilot screen replicates
MK inhibit pilot replicates: also measured in MK inhibit; calls as there; inhibition, %; measured here: pilot screen replicates
Spn DPM-DC inh pilot screen %: further read-out of Spn DPM-DC inh, marked with its call; inhibition, %; measured here: pilot screen trials
* = called active by the depositor; i = inactive; nt = not tested or not shown. Cut-off read from the data, not from the text of the source, unless noted: active = cytotoxicity above about 50%; inactive = the rest.

SMILES	Spn DPM-DC inh	PMK inhibit	HT1080 viability	HPDE-C7 cytotoxicity	KRASV12 cytotoxicity	LYP phosphatase	MK inhibit	Bfl-1 inhibitors	TNAP inhibition	others
O=C(Nc1ccccc1)N(C1=NCCC1)c1ccc(OC(F)F)cc1	i	4	-7%	-12%	-4%	nt	0	-2%	12%
O=C(Nc1ccc(Cc2ccc(NC(=O)C3CC3)c(O)c2)cc1O)C1CC1	i	7	18%	-5%	-16%	10%	7	-9%	9%
CCN1CCN(C(c2cccs2)C(C)NS(=O)(=O)c2ccc(F)cc2)CC1 (stereo not drawn)	i	0	7%	0%	1%	7%	0	-3%	10%
COc1ccccc1C(c1nnnn1C(C)(C)C)N1CCN(Cc2ccncc2)CC1 (stereo not drawn)	i	27*	-3%	4%	2%	6%	0	1%	1%
O=C(Nc1cccnc1)c1ccc2c(c1)OCO2	i	1	-3%	1%	12%	15%	14	-1%	14%	PMK inhibit pilot replicates=5.0;MK inhibit pilot replicates=2.5;Spn DPM-DC inh pilot screen %=0.0
Cc1ccccc1S(=O)(=O)Nc1nc2ccccc2nc1N1CCOCC1	i	5	-8%	-14%	-23%	2%	9	0%	-4%
COc1ccc2c(CCNC(=O)c3ccco3)c[nH]c2c1	i	16	28%	-9%	2%	7%	3	1%	10%
Cc1cc(C)nc(-n2nc(C)cc2Nc2ccccc2)n1	i	5	-10%	5%	-5%	11%	13	5%	9%
Clc1ccc(OCc2nn3c(-c4ccncc4)nnc3s2)cc1	i	8	10%	-13%	0%	nt	6	-1%	11%
CCN(CC)C(=O)CSc1nnc(-c2ccccn2)n1-c1ccc(C)c(C)c1	i	12	-16%	-8%	12%	nt	8	-7%	10%
O=C(Nc1cccnc1)c1ccc(COc2ccccc2Br)o1	i	6	4%	24%	30%	nt	8	3%	14%
Cc1ccc(N2CCN(S(=O)(=O)N(C)C)CC2)c(C)c1	i	14	-4%	-13%	-2%	5%	4	-8%	19%	PMK inhibit pilot replicates=0.0;MK inhibit pilot replicates=9.5;Spn DPM-DC inh pilot screen %=0.5
CCOC(=O)c1nn(-c2sc(C(=O)OC)c(C)c2C(=O)OC)cc1O	i	21	6%	0%	5%	8%	4	-2%	14%	PMK inhibit pilot replicates=4.0;MK inhibit pilot replicates=2.0;Spn DPM-DC inh pilot screen %=0.5
CN(CC(=O)Nc1nc2ccccc2s1)S(=O)(=O)c1ccccc1	i	7	5%	8%	3%	12%	5	-2%	12%
Cc1[nH]n(-c2ccccc2)c(=O)c1/C=N/O	i	0	nt	-3%	3%	16%	8	3%	4%
Cc1occc1C(=O)NCc1cccs1	i	2	-4%	-13%	-20%	18%	10	-9%	10%
CCOc1ccc(-c2nnn(CC(=O)Nc3ccccc3OC)n2)cc1OCC	i	2	5%	-4%	-3%	3%	3	-2%	8%
Cc1nnc(SCC(=O)n2c3c(c4ccccc42)CCCC3)s1	i	0	3%	-1%	6%	-3%	2	-7%	11%
CC(C)(C)OC(=O)N1CC=C2C(C#N)=C(N)C(C#N)(C#N)C(c3cccs3)C2C1 (stereo not drawn)	i	6	-3%	31%	28%	-2%	2	8%	11%	PMK inhibit pilot replicates=1.5;MK inhibit pilot replicates=0.0;Spn DPM-DC inh pilot screen %=1.5
CCn1c(O)c(C=Nc2ccccc2)oc1=S	i	9	10%	-7%	6%	nt	11	-6%	14%
CCOc1c(Br)cc(CNc2ncn[nH]2)cc1OC	i	8	9%	-15%	3%	9%	7	-14%	-5%
Cc1c(C(=O)N2CCOCC2)sc2ncn(CC(=O)N3CCC(C)CC3)c(=O)c12	i	19	5%	-2%	-6%	nt	7	-1%	16%
CCOc1ccccc1C(=O)NC(C)c1ccc2c(c1)OCO2 (stereo not drawn)	i	10	7%	14%	6%	8%	5	-12%	12%	PMK inhibit pilot replicates=0.5;MK inhibit pilot replicates=1.0;Spn DPM-DC inh pilot screen %=0.5
O=C1Nc2ccc(S(=O)(=O)NCc3ccccn3)c3cccc1c23	nt	7	8%	0%	6%	nt	1	-4%	12%
Cn1c(C(=O)NCCCN2CCCC2=O)cc2c(=O)n(C)c3ccccc3c21	i	5	-3%	10%	12%	nt	12	1%	5%
O=C(CCC1CCCCC1=O)c1ccccc1 (stereo not drawn)	i	7	6%	-6%	-11%	-1%	0	-3%	5%
COc1ccc2sc(NC(=O)CC(C)C)nc2c1	i	12	-4%	3%	-1%	nt	0	-1%	6%
O=C(COc1ccc(S(=O)(=O)N2CCCC2)cc1)NCCC1=CCCCC1	i	10	7%	-18%	-14%	-8%	4	-6%	-1%
CCc1ccccc1NS(=O)(=O)c1ccc(SC)cc1	i	3	-3%	5%	6%	5%	6	0%	6%
CCCc1[nH]nc2c1C1(C(=O)N(CC)c3ccccc31)C(C#N)=C(N)O2 (stereo not drawn)	i	16	5%	0%	-4%	nt	8	-3%	9%
CCn1c(N)c(C(=O)NCCCOC)sc1=S	i	16	1%	-10%	-2%	1%	7	-5%	4%
[O-][n+]1c2c(nn1-c1ccccc1Cl)-c1nonc1CC2	i	10	2%	-1%	14%	3%	7	-1%	14%	PMK inhibit pilot replicates=7.0;MK inhibit pilot replicates=0.0;Spn DPM-DC inh pilot screen %=1.5
COc1cccc(C2CC(c3ccc(C)cc3)n3ncnc3N2)c1 (stereo not drawn)	i	2	1%	-3%	0%	10%	11	1%	3%
O=C(CCCC(=O)N(CC(=O)NC1CCCC1)Cc1ccc2c(c1)OCO2)Nc1ccccn1	i	18	3%	-36%	-31%	nt	5	3%	7%
O=C(NCC1CCCO1)C1CC(c2ccc(Cl)c(Cl)c2)=NO1 (stereo not drawn)	i	3	-1%	29%	29%	13%	4	-7%	18%	PMK inhibit pilot replicates=5.0;MK inhibit pilot replicates=1.5;Spn DPM-DC inh pilot screen %=0.0
O=C(NCCc1ccccc1)c1ccncc1	i	8	-2%	-8%	-18%	nt	6	2%	5%
COCC(=O)Oc1c(S(=O)(=O)c2ccc(C)cc2)c(C)nn1-c1ccccc1	i	15	-12%	-2%	11%	nt	9	-11%	3%
O=C(CCCN1C(=O)CCC1=O)Nc1ccc2c(c1)OCCO2	i	0	-4%	-11%	-9%	-10%	3	-7%	10%
Cc1ccc2cc(C#N)c(SCC(=O)NCC3CCCO3)nc2c1C (stereo not drawn)	i	15	-14%	-24%	-28%	nt	0	-14%	7%
CC(=O)Oc1c(S(=O)(=O)c2ccc(C)cc2)c(C)nn1-c1ccccc1	i	18	-3%	-5%	-5%	nt	13	-6%	12%

Ordered by formula weight (descending): 3 of the compounds above
SMILES	Spn DPM-DC inh	PMK inhibit	HT1080 viability	HPDE-C7 cytotoxicity	KRASV12 cytotoxicity	LYP phosphatase	MK inhibit	Bfl-1 inhibitors	TNAP inhibition	others
CCOC(=O)c1nn(-c2sc(C(=O)OC)c(C)c2C(=O)OC)cc1O	i	21	6%	0%	5%	8%	4	-2%	14%	PMK inhibit pilot replicates=4.0;MK inhibit pilot replicates=2.0;Spn DPM-DC inh pilot screen %=0.5
CCCc1[nH]nc2c1C1(C(=O)N(CC)c3ccccc31)C(C#N)=C(N)O2 (stereo not drawn)	i	16	5%	0%	-4%	nt	8	-3%	9%
Cc1occc1C(=O)NCc1cccs1	i	2	-4%	-13%	-20%	18%	10	-9%	10%

Next part:
SMILES	Spn DPM-DC inh	PMK inhibit	HT1080 viability	HPDE-C7 cytotoxicity	KRASV12 cytotoxicity	LYP phosphatase	MK inhibit	Bfl-1 inhibitors	TNAP inhibition	others
CCOc1ccc(-c2nc(C#N)c(N3CCN(Cc4ccccc4)CC3)o2)cc1	i	7	-8%	-9%	-5%	13%	9	-5%	3%
O=C(Nc1ccc2c(c1)OCCO2)C1CCN(C(=O)c2ccc(Br)cc2)CC1	i	8	6%	6%	5%	8%	7	-6%	7%
COc1cc(C(=O)OCC(=O)c2cc(C)n(C)c2C)cc(NC(=O)c2ccco2)c1OC	i	10	7%	7%	-4%	-17%	0	7%	10%
CC(C)CCN1CC(C(=O)NCc2ccccc2)CC1=O (stereo not drawn)	i	17	4%	-22%	-18%	-1%	0	-5%	8%	PMK inhibit pilot replicates=0.0;MK inhibit pilot replicates=2.0;Spn DPM-DC inh pilot screen %=1.5
O=C(NC1CCCCC1)C1CCCN(S(=O)(=O)c2cnc[nH]2)C1 (stereo not drawn)	i	16	-7%	3%	-3%	-1%	5	-2%	16%
COc1cc2nc(NC(=O)c3ccccc3)[nH]c(=O)c2cc1OC	i	1	-7%	13%	11%	13%	13	-5%	12%
COc1cc(C2C3=C(CC(c4ccco4)CC3=O)Nc3ccccc3N2C(C)=O)cc(OC)c1OC (stereo not drawn)	i	10	15%	-8%	-14%	7%	5	6%	7%
O=C(CCC(=O)Nc1ccc(Oc2ccccc2)cc1)NCCO	i	6	4%	nt	nt	12%	11	-11%	6%
CCOC(=O)C1CCN(c2cc(C)nc3cc(-c4cccc(F)c4)nn23)CC1	nt	18	8%	-5%	-8%	11%	4	2%	7%	PMK inhibit pilot replicates=8.0;MK inhibit pilot replicates=1.5
CC(C)(C)c1csc(NC2=NS(=O)(=O)c3ccccc32)n1	i	9	1%	-13%	-7%	3%	7	-9%	10%
N#CC1=C(N)Oc2n[nH]c(-c3ccccc3)c2C12C(=O)Nc1ccccc12 (stereo not drawn)	i	0	-6%	-17%	-3%	-2%	8	-7%	16%
Cc1cc(NC(=O)CN2CCc3ccccc3C2)nc2c1c(=O)oc1ccccc12	i	3	nt	5%	2%	-13%	7	0%	1%
Cc1cccc(Nc2nc(N)nc(CN3CCN(c4ccc(F)cc4)CC3)n2)c1	i	7	4%	20%	15%	nt	7	-13%	10%
Oc1ccc(-c2csc(Nc3cccnc3)n2)cc1	i	11	5%	11%	19%	10%	9	0%	6%
Cn1c(=O)[nH]c(=O)c2c1nc(CN1CCN(c3ccccc3F)CC1)n2CCCc1ccccc1	i	0	-16%	nt	nt	19%	7	nt	nt
CC(C)C[C@@H]1NC(=O)N(CCN2CCOCC2)C1=O	i	10	-2%	-1%	-18%	1%	5	-10%	6%
Cc1cccc(NC(=O)CSc2ncnc3c2oc2ccccc23)c1	i	0	-1%	2%	5%	7%	5	2%	16%
Cc1ccc2c(c1C)NC(C(=O)O)C1CC=CC21 (stereo not drawn)	i	7	nt	4%	-7%	0.94µM*	10	30%	11%	PMK inhibit pilot replicates=0.0;MK inhibit pilot replicates=0.0;Spn DPM-DC inh pilot screen %=0.0
O=C(c1cccs1)N1CCN(C(=O)c2ccco2)c2ccccc2C1	i	17	26%	-9%	3%	-3%	0	-7%	7%
CCOC(OCC)P(=O)(c1ccccc1)c1ccccc1	i	0	-1%	-9%	-14%	0%	2	-1%	8%
COc1cc(NS(=O)(=O)c2ccc(F)cc2)c(OC)cc1NC(C)=O	i	0	10%	10%	20%	-3%	0	-1%	0%
N#CC1=C(N)Oc2c(ccc3cccnc23)C1c1cccnc1 (stereo not drawn)	i	0	40%	62%*	42%	1%	11	-6%	10%	PMK inhibit pilot replicates=0.0;MK inhibit pilot replicates=0.0;Spn DPM-DC inh pilot screen %=3.0
Cc1ccc(Cn2nnc3c(=O)n(CC(=O)OCc4ccccc4)cnc32)cc1	i	13	-7%	nt	nt	20%	7	nt	nt
CC(C)N(Cc1nc(-c2ccccc2)no1)C(=O)CN1C(=O)c2ccccc2C1=O	i	10	4%	8%	8%	-8%	21	-10%	6%
